# High-throughput results: PubChem, National Center for Advancing Translational Sciences (NCATS)
# HEK293 tox = cytotoxic in the GLP-1 receptor inverse agonist counter-screen. HEK293 cAMP-luciferase reporter cells, luminescence, 24 h. Potency, µM (titrated, usually from 38.3 µM), for inactives: at the highest dose activity change, negative = inhibition, actives largely listed as inhibitors. 410,000 compounds, 0.13% hits. AID 624418;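 also: loss of luciferase light is scored as toxicity; potency is read from the fitted curve at half-maximal effect; % is scaled to controls: 0 for no effect and ±100 for the full control effect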
#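 Step one: seed cells (200 cells/uL, DMEM with 10% Nu serum, 1% pen-strep). Step two: 12-hour incubation at 37 deg C. Step three: pin 23 nL compound, incubate 24 hr. Step four: add luciferase reagent, read luminescence 12 min later.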
# aSyn rescue = inhibitors of alpha-synuclein toxicity in yeast; Yeast expressing alpha-synuclein, growth rescue, BacTiter-Glo, 24 h; Potency, µM (titrated, usually from 46.1 µM), without a hit: at the highest dose growth rescue (activation), hits mostly activators; 370,000 compounds, 0.14% hits; also: potency is read from the fitted curve at half-maximal effect; % of control where 0% means no effect; nearly all actives have a fitted effect of over 65% in size
#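 Rescue of yeast growth: cells expressing toxic alpha-synuclein, induced in galactose at OD600 0.02, incubated with compound 24 h at 30 C. ATP luminescence quantified growth; inhibitors of toxicity appear as activators.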
# PTHR1 agonist = activates the human parathyroid hormone receptor PTHR1 | 410,000 compounds, 0.075% hits | AID 743266 | Potency, µM (highest dose often 115 µM), inactives show at the top dose activation, most hits filed as activators | HEK293 GP2 PTHR1 cells, GloSensor cAMP luminescence, 1 h | Q03431; also: potency is read from the fitted curve at half-maximal effect; nearly all actives have a fitted effect of over 55% in size; some results filed as inactive show a strong effect at the top dose; inactives centre near -15; many of its hits are not listed in these tables
# Target sequence (Q03431 whole entry, looked up): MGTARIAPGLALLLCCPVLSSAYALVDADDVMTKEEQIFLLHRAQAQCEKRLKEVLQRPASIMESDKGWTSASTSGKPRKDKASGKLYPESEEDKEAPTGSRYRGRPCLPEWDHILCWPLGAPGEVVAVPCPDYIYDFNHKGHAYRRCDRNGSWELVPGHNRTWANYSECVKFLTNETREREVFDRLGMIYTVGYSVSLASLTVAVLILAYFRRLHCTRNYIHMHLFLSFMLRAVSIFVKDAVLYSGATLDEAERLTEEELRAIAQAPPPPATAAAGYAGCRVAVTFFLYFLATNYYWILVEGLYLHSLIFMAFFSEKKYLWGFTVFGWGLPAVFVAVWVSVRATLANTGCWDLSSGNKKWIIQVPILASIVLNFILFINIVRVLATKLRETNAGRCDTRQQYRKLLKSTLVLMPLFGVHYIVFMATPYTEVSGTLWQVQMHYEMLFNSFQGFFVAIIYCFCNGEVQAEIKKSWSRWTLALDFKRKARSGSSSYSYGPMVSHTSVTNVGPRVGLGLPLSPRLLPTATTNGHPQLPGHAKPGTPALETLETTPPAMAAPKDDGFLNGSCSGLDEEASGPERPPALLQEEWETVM
#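 HEK-293-derived GP2 cells expressing PTHR1 and a GloSensor cAMP reporter, 3,000/well, plated overnight, given luciferin plus IBMX (each 0.5 mM as added) for 1 h at 37 °C, then compound for 1 h at 37 °C. Luminescence was read after 15 min at room temperature.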
# GLP1R inv ag = acts as inverse agonist at human GLP-1 receptor | P43220 | HEK293 GLP-1R CRE-luciferase, luminescence, 24 h; GLP-1R form is constitutively active | Potency, µM (series often up to 38.3 µM), for the others: at the highest dose activity change, negative = inhibition, hits mostly inhibitors | 410,000 compounds, 1.6% hits | AID 624417; also: potency is read from the fitted curve at half-maximal effect; % is scaled to controls: 0 for no effect and ±100 for the full control effect; nearly all actives have a fitted effect of over 55% in size
# Target sequence (P43220 whole entry, looked up): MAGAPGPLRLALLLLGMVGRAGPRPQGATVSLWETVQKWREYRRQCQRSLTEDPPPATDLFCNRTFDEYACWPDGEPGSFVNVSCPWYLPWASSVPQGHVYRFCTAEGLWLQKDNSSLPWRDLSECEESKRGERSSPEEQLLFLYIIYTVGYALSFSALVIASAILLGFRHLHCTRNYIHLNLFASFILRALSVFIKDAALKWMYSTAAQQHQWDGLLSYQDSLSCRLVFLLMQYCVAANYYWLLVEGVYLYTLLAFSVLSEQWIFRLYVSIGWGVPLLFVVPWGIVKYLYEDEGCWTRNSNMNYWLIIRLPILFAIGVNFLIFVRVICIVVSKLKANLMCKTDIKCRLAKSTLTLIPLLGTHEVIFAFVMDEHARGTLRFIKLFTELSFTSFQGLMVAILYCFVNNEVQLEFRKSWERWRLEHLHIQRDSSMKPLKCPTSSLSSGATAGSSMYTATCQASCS
#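 Inverse agonists were sought by their lowering of basal cAMP reporter luciferase output in HEK293 cells stably carrying constitutively active human GLP-1R, after 24 h compound treatment.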
# pAkt inh = blocks phosphorylation of Akt. Neuro2A IGF-stimulated pAkt S473 HTRF, 20 min; active compounds read low. activity change, % for hits at 50 µM. 360,000 compounds, 0.32% hits; in the data active = activity change below about -80%; inconclusive = mostly about -51% to -80%; also: % is scaled to controls: 0 for no effect and ±100 for the full control effect
#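 Neuro2A cells in DMEM with 0.5% FBS, overnight at 37 deg C, given compound at single 50 µM final, then IGF (6 nM final) for 20 min at 37 deg C. Lysed; phospho-Akt Ser473 by HTRF after 24 h, 665/615 ratio.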
# TDP43 rescue = inhibitors of TDP-43 toxicity in yeast. 410,000 compounds, 1.8% hits. Potency, µM (top dose mostly 46.1 µM), without a hit: at the top dose growth rescue (activation), actives largely listed as activators. TDP-43 expressing yeast growth rescue, BacTiter-Glo, 24 h; also: potency is read from the fitted curve at half-maximal effect; % of control where 0% means no effect; nearly all actives have a fitted effect of over 50% in size
#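 Galactose-induced TDP-43 yeast, OD600=0.02, compound pinned; 24 hr, 30 deg C; BacTiter-Glo luminescence for growth. Inhibitors of TDP-43 toxicity read as activators.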
# Abeta rescue = compounds reversing amyloid beta toxicity in yeast. 410,000 compounds, 0.063% hits. AID 1347071. yeast expressing A-beta42, growth rescue, OD600, 48 h; response scale: 0% DMSO, 100% iron-clioquinol control. Potency, µM (doses to about 46.1 µM), for inactives: top-dose growth rescue, actives largely listed as activators; also: potency is read from the fitted curve at half-maximal effect; nearly all actives have a fitted effect of over 55% in size
#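 Growth rescue measured by 600 nm absorbance after 48 h yeast culture at 30 C with compound. Values normalized between DMSO and an equimolar ferric chloride plus clioquinol control.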
# Mm-Cpn inhibitor = blocks the Methanococcus maripaludis chaperonin Mm-Cpn | AID 504842 | Potency, µM (doses to about 76.9 µM), for inactives: at the highest dose activity, negative = inhibition, actives largely listed as inhibitors | purified Mm-Cpn ATPase, ADP Transcreener TR-FRET | 330,000 compounds, 0.031% hits; also: potency is read from the fitted curve at half-maximal effect; % is scaled to controls: 0 for no effect and ±100 for the full control effect; nearly all actives have a fitted effect of over 80% in size
#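 Quantitative HTS used 25 nM Mm-CPN and 10 uM ATP in magnesium/KCl Tris buffer, pH 7.4, with 1 mM DTT. Hydrolysis ran 30 min at 37°C; ADP was read by HTRF.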
# FUS yeast rescue = FUS proteinopathy suppression in yeast | S. cerevisiae FUS-expressing, growth rescue, OD600, 24 h | Potency, µM (doses to about 76.6 µM), inactives show top-dose growth rescue (activation), usual class: activators | 390,000 compounds, 0.24% hits;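 also: potency is read from the fitted curve at half-maximal effect; plate controls were DMSO vehicle for no effect and reference control for full effect; nearly all actives have a fitted effect of over 55% in size; some results filed as inactive show a strong effect at the top dose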
#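 Compound concentration series was pinned onto galactose-induced FUS-expressing yeast seeded at OD 0.005. Plates sat 24hr at 30C; absorbance at 600 nm gave growth. DMSO served as background control.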
# Starred values were filed as active, the others as inactive; i = inactive; ? = inconclusive; . = no result given; & = joins results of further samples; [ ] = dose if it differs, or a comment. Unless noted, calls follow the shape of the dose curve; as a rule, active = well fitted curve in the direction sought with a large enough effect; inconclusive = small, poorly fitted or top-dose-only effect, or another doubt; inactive = no such curve, though single readings can be large; an effect the other way counts as inactive or inconclusive.
SMILES,HEK293 tox,aSyn rescue,PTHR1 agonist,GLP1R inv ag,pAkt inh,TDP43 rescue,Abeta rescue,Mm-Cpn inhibitor,FUS yeast rescue
Cc1ccc(SCCN2CCN(C)CC2)cc1,0%,-5%,-35%[inhibitor],-34%,i,-1%,10%,-3%,14%
CCC(=O)N1CCc2cc(S(=O)(=O)NCCC(=O)Nc3ccc(N(CC)CC)cc3C)ccc21,1%,.,-34%[inhibitor],9%,.,8%,-21%,.,-12%
O=C(Nc1ncccc1O)C1CCN(S(=O)(=O)c2ccc3ccccc3c2)CC1,-1%,9%,-73%[inhibitor],7%,i,?,3%,0%,13%
CC1CCCCN1CCNc1nc(=S)[nH]c2ccccc12 (stereo not drawn),-22%,-2%,-9%,7%,i,-13%,-5%,-3%,6%
O=C(O)C1CCCN1S(=O)(=O)c1ccc(Cl)cc1 (stereo not drawn),-8%,0%,i,4%,i,10%,-4%,0%,-21%
O=C(Nc1ccc2c(c1)OCO2)c1ccc2sc([C@@H]3O[C@H](CO)[C@H](O)[C@H](O)[C@H]3O)nc2c1,3%,-24%,-5%,17%,i,4%,-22%,.,-9%
O=[N+]([O-])c1ccc(CN2CC(N3CC=CC3)CS2(=O)=O)cc1 (stereo not drawn),-6%,0%,-17%,32%[activator],i,?,-25%,.,-4%
O=C(CSc1nnc(-c2ccc(O)cc2)n1Cc1ccco1)N1CCc2ccccc2C1,?,1%,-18%,?,i,19%,4%,-1%,24%
O=C(CCc1nnc(CCCCc2ccccc2)o1)N1CCCCC1CCO (stereo not drawn),-2%,2%,i,-19%,i,12%,-8%,0%,-18%
O=C(Nc1ccc(S(=O)(=O)Nc2ncccn2)cc1)C(F)(F)F,-1%,22%,?,18%,i,-18%,-1%,-1%,5%
CCOC(=O)N1CCN(CC(c2ccccc2)c2ccccc2)CC1,-11%,-3%,-22%,?,i,0%,-2%,1%,-12%
COc1ccccc1CNS(=O)(=O)c1cc(C(=O)NCc2ccccn2)c(Cl)cc1Cl,-16%,-1%,-10%,?,i,-10%,4%,0%,5%
COCC(=O)Nc1ccc(N2CCCC2)c(S(=O)(=O)Nc2ccccc2OC)c1,0%,2%,-16%,-14%,i,-5%,-15%,-1%,42%
CC(C)NC(=O)N(C)C[C@H]1Oc2c(NS(=O)(=O)c3cn(C)cn3)cccc2C(=O)N([C@H](C)CO)C[C@@H]1C,12%,1%,-18%,14%,i,11%,5%,0%,1%
CCc1ccc(NCc2cc3cc4c(cc3n(CC(=O)Nc3ccc(F)cc3)c2=O)OCCO4)cc1,-2%,1%,-2%,12%,.,18%,-31%,.,9%
C#CCOCCOCCOCCNc1nc(N2CCN(C(=O)[C@H](C(C)C)n3cc(CCO)nn3)CC2)nc(N2CCN(C(=O)[C@H](CCCCN)n3cc(CCCC)nn3)CC2)n1,-5%,-2%,i,20%,i,12%,1%,2%,?
COc1ccccc1NC(=O)CSc1nnc2c3ccccc3n(C(C)C)c2n1,-19%,.,-10%,?,.,?,20%,.,14%
Cc1ccc(NC(=O)CN(C)S(=O)(=O)c2ccc3c(c2)n(C)c(=O)c(=O)n3C)c(C)c1,1%&-1%,-5%,-24%&1%,-6%&-2%,i,-4%&16%,1%&-9%,-28%,-25%&17%
COc1ccc(CC(=O)Nc2cccc(-c3ccc4nncn4n3)c2)cc1OC,-4%,-4%,-42%[inhibitor],61%[activator],i,-19%,-9%,-3%,37%
Cc1c(-c2ccccc2)sc2nc[nH]c(=S)c12,9%[7.66 µM],-4%,i,15%[7.66 µM],i,16µM*,?,-30%,16%
C=CCOc1ccc(CNc2ccc(NC(=O)CC(C)C)cc2)cc1OC,-15%,6%,i,-29%,i,11%,-1%,-3%,.
NC(=O)c1ccc(NC(=O)c2cccc3c2OCCCO3)cc1,-4%,1%,i,66%[activator],i,8%,-9%,1%,-11%
CN(Cc1cccnc1)C(=O)c1cc(S(=O)(=O)Nc2ccccc2F)ccc1Cl,1%,-1%,-47%[inhibitor],14%,i,-13%,15%,-6%,-5%
CC1CCN(CCCNC(=O)c2cc3c(=O)n(C)c4ccccc4c3n2C)CC1,-10%,0%,-4%,3%,i,12%,-1%,-1%,4%
CC1Cc2ccccc2N1C(=O)CO/N=C/c1ccccc1OC(F)F (stereo not drawn),10%,7%,-31%[inhibitor],?,i,?,?,3%,7%
CCC(C)CCCCNC1=NCCS1 (stereo not drawn),6%,-1%,i,-28%,i,12%,-14%,3%,-4%
CCNC(=S)NC1CC2CCCC(C1)N2Cc1ccc(C)cc1 (stereo not drawn),-31%,12%,-7%,-24%,i,-10%,-17%,-7%,-4%
CCCOc1cccc(C2C(C(=O)c3ccco3)=C(O)C(=O)N2CCN(CC)CC)c1 (stereo not drawn),-10%,2%,4%,0%,i,10%,18%,-1%,22%
CCN(CC)S(=O)(=O)c1ccc2c(c1)c(=O)c(C(=O)N(C)Cc1ccccc1)cn2C,9%,.,-2%,-6%,.,25%,10%,.,4%
O=C1C=C(c2ccccc2)C(=O)N1Nc1ccccc1,?,?,-36%[inhibitor],-15%,i,?,-82%[inhibitor],-2%,.
CCOC(=O)C1(Cc2ccccc2C(F)(F)F)CCN(Cc2ccon2)CC1,-1%,-1%,-4%,?,i,-24%,-1%,2%,-3%
O=C(NCc1nc2ccccc2[nH]1)C1=C[C@@H](c2ccccc2)C[C@@H](OCc2ccc(CO)cc2)O1,-29%,2%,i,-11%,i,3%,-1%,.,16%
Cc1nn(CCCC(=O)NCc2ccc(F)cc2)c(C)c1[N+](=O)[O-],0%,0%,i,5%,i,10%,-1%,-1%,-4%
COc1ccc(C(=O)Oc2c(C)occc2=O)cc1OC,-7%,-4%,30%,68%[activator],i,-5%,-3%[9.22 µM],-1%,-32%
CCCC(=O)Nc1ccccc1-c1nnc(SCC)[nH]c1=O,-10%,-2%,-3%,1%,i,2%,-12%,1%,-12%
O=C1OC(c2ccc3ccccc3c2O)(c2ccc3ccccc3c2O)c2ccccc21,?,-20%,-24%,?,i,-25%,-39%[inhibitor],.,?
CCOc1c(C)cnc2c1c(=O)n(Cc1cccc(Cl)c1)c(=O)n2C,37%[activator],-2%,-12%,10µM*,i,-4%,-31%[inhibitor],?,14%
CC(=O)Nc1c(-c2ccc(Cl)cc2)c(=O)c2ccccc2n1C,-1%,-1%,-73%[inhibitor],0%,i,-14%,-7%,-3%,9%
O=C(CN1C(=O)NC2(CCCCC2)C1=O)N1CCN(S(=O)(=O)c2ccccc2)CC1,-7%,-1%,-11%,-15%,i,.,7%,2%,1%
CCN1C(=O)[C@@H]2[C@@H](c3ccc(-c4cc(C(C)=O)cs4)cc3)N3CCC[C@@]3(C(=O)OC)[C@@H]2C1=O,?,1%,-1%,16%,i,22%,0%,.,21%
Cc1ccc(-n2nc3c(=O)n(CC(=O)NCCc4ccc(Cl)cc4)nc(C)c3c2C)cc1,4%,1%,-70%,?,i,3%,.,0%,6%
O=C(N/N=C/c1ccc(Br)s1)c1cccc([N+](=O)[O-])c1,12%[1.53 µM],-6%,i,1%,i,-1%,8%,0%,10%
CN(C(=O)CN1C(=O)c2ccc([N+](=O)[O-])cc2C1=O)C1CCCCC1,9%,23%,-11%,12%,i,7%,20%,0%,-1%
N#CC1=C(N)Oc2c(sc3ccccc23)C1c1ccco1 (stereo not drawn),2%,12%,i,9%,i,-5%,-24%,1%,5%
CCn1c(=O)c(CCC(=O)N2CCN(c3ccccn3)CC2)c(C)c2c(C)nn(-c3ccccc3)c21,6%,-9%,-5%,1%,i,?,-50%[inhibitor],-3%,-5%
O=C(NCc1cccc(C(F)(F)F)c1)c1csc([C@@H]2C[C@H](O)[C@@H](CO)O2)n1,4%,-8%,i,-17%,i,10%,-15%,.,-28%
O=[N+]([O-])c1ccc(CSc2ccc(S(=O)(=O)N3CCOCC3)cn2)cc1,21%,-5%,-35%[inhibitor],-24%,i,27%,8%,-22%,24%
N=C1SCC(=O)N1c1ncc(Cc2ccccc2Cl)s1,?,11%,-25%,?,i,?,3%,3%,16%
COc1ccccc1OCCOC(=O)Nc1ccccc1,-2%,-2%,i,-7%,i,0%,9%,0%,.
CC(Oc1ccc(F)cc1F)C(=O)/C=C/N(C)C (stereo not drawn),15%,-21%,i,-15%,i,27%,-3%,-5%,2%
# (continued)
SMILES,HEK293 tox,aSyn rescue,PTHR1 agonist,GLP1R inv ag,pAkt inh,TDP43 rescue,Abeta rescue,Mm-Cpn inhibitor,FUS yeast rescue
O=[N+]([O-])c1ccc(N=Cc2sc3ccccc3c2O)cc1,-2%,-12%,i,0%,i,-18%,-24%,0%,9%
CCOC(=O)c1nc(C)[nH]c1C(=O)OCC,13%,8%,-6%[57.5 µM],0%,i,-13%,16%,?,37%
COc1ccc(Br)cc1C(=O)NC(=S)Nc1ccc(Cl)c(C(=O)O)c1,11%,-19%,i,14%,i,-21%,-5%,1%,15%
Cc1ccc(NC(=O)CCC(=O)N/N=C/c2coc3ccc(F)cc3c2=O)cc1,-18%,-32%[inhibitor],-10%,-30%,i,-12%,-24%,.,-3%
Cc1ccc(-c2nc(CS(=O)CC(=O)N3CCN(c4ccc(Cl)cc4)CC3)c(C)o2)cc1 (stereo not drawn),?,.,-15%,-21%,.,24%,21%,.,31%

# These rows are one share of the data. The share of hits here may be higher or lower than overall.
